Screens as filed in PubChem.
NOD2-RIPK2 inh: NOD2-RIPK2 binding disruptors in cells, primary screen, fluorescence, CHO cells, BLA complementation; 360,000 tested, 0.38% active; inhibition, % at 4.98 µM; AID 624267, 2012; CCF4 ratio; in the data active = inhibition above about 21%;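 also: 0% = vehicle only and 100% = reference blocker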
SRC1 inh: SRC1 coactivator transcriptional activity inhibitors, primary screen, cell-based, luminescence; Nuclear receptor coactivator 1 (Homo sapiens), Q15788; HEK293 GAL4-SRC1 luciferase reporter; inhibition, % at 3.6 µM; 360,000 tested, 0.12% active; AID 588354, 2011;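 active = inhibition above the campaign mean plus 3 SD, with each screening campaign given its own cutoff, cut at about 60% in these data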;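 also: 0% = DMSO treated cells and 100% = gossypol at 36 µM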
NR2F2 inh: NR2F2 transcriptional activity inhibitors, primary screen, cell-based, luciferase reporter, HEK293T, luminescence. COUP transcription factor 2 (Homo sapiens), P24468. HEK293T NGFI-A luciferase reporter. inhibition, % at 8.6 µM. 370,000 tested, 0.7% active. AID 686940, 2013;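 active = inhibition above a per-plate cutoff, mean inhibition of test wells between control levels plus 3 SD, cut at about 38% in these data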;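 also: cells cotransfected with COUP-TFII expression vector driving the NGFI-A reporter; 0% = median of COUP-TF2 test wells and 100% = reporter-only cells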
MC4R antag cAMP: MC4R antagonists of cAMP signaling, primary screen, cell-based, TR-FRET, antagonist arm of biased-ligand search. MC4R-expressing cells, MTII-stimulated cAMP, LANCE TR-FRET. inhibition, % at 6.5 µM. 360,000 tested, 0.48% active. AID 540295, 2011;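 active = inhibition above its plate's cutoff, the mean of tested wells on that plate plus 3 SD, cut at about 29% in these data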;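 also: 0% = Melanotan II alone and 100% = Melanotan II plus saturating MCL0020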
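Test system: U2OS cells stably expressing human melanocortin 4 receptor (MC4R); also added: Melanotan II challenge; compound: 6.5 µM single dose; timing: 30-min compound preincubation, 1-h Melanotan II challenge, 1-h detection, room temperature; signal: Eu-cAMP/anti-cAMP TR-FRET, emission 671 nm; repeats: one well per compound, no replicates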
NCOA3 inh: SRC3 coactivator transcriptional activity inhibitors, primary screen, cell-based, luminescence. HEK293 GAL4-SRC3 luciferase reporter. inhibition, % at 3.6 µM. 360,000 tested, 0.17% active;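 active = inhibition above a per-campaign cutoff, the mean of all compounds plus 3 SD, cut at about 60% in these data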;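 also: 0% = DMSO-treated cells and 100% = gossypol-treated cells at 36 µM; higher means less SRC3-driven luciferase light from the GAL4 reporter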
ABHD5-PLIN5 inh: ABHD5-PLIN5 interaction inhibitors, primary screen, cell lysate, split luciferase complementation, luminescence. Split G. princeps luciferase complementation, 4 h. inhibition, % at 4 µM. 360,000 tested, 0.78% active;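 active = inhibition above the mean inhibition across every tested compound plus 3 SD, cut at about 22% in these data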;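 also: 0% = DMSO only wells and the 100% control is not disclosed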
SRC2 inh: inhibition of GAL4-SRC2 driven luciferase reporter, primary screen, SRC2 inhibitor project, cell-based, luminescence | 370,000 tested, 0.17% active | inhibition, % at 9 µM | Nuclear receptor coactivator 2 (Homo sapiens), Q15596 | HEK293 GAL4-SRC2 luciferase reporter;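 active = inhibition above the mean inhibition of all tested compounds plus 3 SD, set per campaign, cut at about 52% in these data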;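 also: 0% = DMSO treated cells and 100% = cells given Gossypol at 36 µM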
LRH-1 inv ag: LRH-1 (NR5A2) inverse agonists, primary screen, cell-based, luminescence, HEK293T, StAR-luciferase reporter; Nuclear receptor subfamily 5 group A member 2 (Homo sapiens), O00482; LRH-1 transfected, 24 h; inhibition, % at 3.6 µM; 360,000 tested, 0.13% active; AID 602396, 2012;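 active = inhibition above the mean inhibition of all tested compounds plus 3 SD, cut at about 73% in these data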;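 also: 0% = DMSO wells and 100% = reporter-only cells lacking LRH-1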
LMP1 NFkB inh: EBV LMP1-driven NF-kappaB luciferase reporter inhibitors, primary screen, cell-based, luminescence, single point. inhibition, % at 12.5 µM. LMP1-induced NF-kappaB luciferase reporter cells. 350,000 tested, 0.69% active; in the data active = inhibition above about 41%;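 also: 0% = neutral control wells and 100% = reference inhibitor control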
TLR9-MyD88 inh: inhibitors of TLR9-MyD88 association in cells, primary screen, cell-based, CHO, BLA complementation, fluorescence | inhibition, % at 4.98 µM | Toll-like receptor 9 (Homo sapiens) + Myeloid differentiation primary response protein … | CCF4 FRET ratio | 340,000 tested, 0.21% active;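 active = inhibition above the mean over all tested compounds plus 3 SD, cut at about 21% in these data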;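 also: 0% = DMSO only wells and 100% = clavulanate BLA inhibitor control wells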
MC4R ag barr: MC4R agonists recruiting beta-arrestin, primary screen, cell-based, luminescence, agonist arm of biased-ligand search; U2OS MC4R beta-arrestin complementation; percent of melanotan II response, DMSO zero; Melanocortin receptor 4 (Homo sapiens), P32245; activation, % at 8.9 µM; 360,000 tested, 0.98% active; AID 540308, 2011;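 active = activation above a per-plate cutoff, the mean activation of sample wells on that plate plus 3 SD, cut at about 8% in these data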
* hit, by the source's call; · = no result given.

NOD2-RIPK2 inh	canonical_smiles	SRC1 inh	NR2F2 inh	MC4R antag cAMP	NCOA3 inh	ABHD5-PLIN5 inh	SRC2 inh	LRH-1 inv ag	LMP1 NFkB inh	TLR9-MyD88 inh	MC4R ag barr
-10	C=C1CCN([C@@H](CC(C)C)C(=O)O)S(=O)(=O)c2ccccc21	-11	16	6	-15	5	4	5	1	12	-2.0
-3	COc1ccc(C)cc1S(=O)(=O)Nc1ccc(F)c(Cl)c1	-2	4	11	19	6	24	3	3	-2	-0.8
-12	CN(Cc1ccccc1)C(=O)c1ccc2c(c1)OCCO2	-11	0	-4	6	2	-32	-5	2	2	-0.8
2	O=C(c1ccco1)N1CCCSC1=Nc1ccccc1	14	16	19	13	1	0	-3	-2	-3	0.2
-6	COc1ccc(S(=O)(=O)NC(=O)C2(C)CCN2C(=O)c2ccccc2CCc2ccccc2)cc1 (configuration not stated)	-3	-3	-3	-9	-2	-16	-4	·	·	-2.2
-18	Cc1ccc(-c2nnn(CC(=O)N(CC(=O)NC3CCCCC3)c3cnc4ccccc4c3)n2)o1	-1	3	1	4	3	-2	0	9	2	-0.4
-7	CCNC(=S)N1CCC(C(N)=O)CC1	-13	5	11	-5	0	-1	7	-1	3	0.5
6	Fc1ccc(COc2ccccc2CNCc2ccncc2)cc1	-4	8	13	8	-3	9	7	2	5	2.4
-4	CS(=O)(=O)Cc1ccc(C(=O)NC2CCSc3ccccc32)cc1 (configuration not stated)	-13	-9	21	-1	-9	-7	1	-5	11	-2.2
-11	O=C(Nn1cnnc1)C1Cc2ccccc2CN1S(=O)(=O)c1ccc(F)cc1 (configuration not stated)	-8	-12	2	-1	-5	21	10	-5	-1	-0.5
-4	CC12CCC(CC1O)C2C(=O)O (configuration not stated)	-12	-1	0	1	-4	-12	-7	-4	2	-2.0
-8	Cc1c(CCO)c(=O)[nH]n1C(=O)c1c(F)cccc1F	-1	-61	6	-66	8	-25	-30	-7	-11	-0.1
13	CCOc1cccc2sc(N(CCN(C)C)C(=O)c3cc4ccccc4cc3OC)nc12	8	-5	-5	25	23*	5	8	5	-2	2.8
2	C/C(=N\NC(=O)Cc1c(C)[nH][nH]c1=O)c1cccc(Br)c1	-5	-14	11	-3	0	7	0	4	0	-1.3
-5	N#Cc1cc2c(nc1SCC(=O)O)CCCC2	6	-4	2	-4	-5	-23	-1	-5	2	-1.7
-2	COc1ccc(-c2cc(C(=O)Nc3sc4c(c3C#N)CCCC4)c3ccccc3n2)cc1OC	-18	-15	-6	-14	4	-19	-17	-5	-1	-0.6
-5	Cc1ccc(NC(=O)COc2ccccc2)cc1S(=O)(=O)N1CCCCCC1	-10	11	-1	5	2	13	4	3	0	-0.3
-7	O=C(NNC(=O)c1ccc[nH]1)Nc1cccc(C(F)(F)F)c1	-70	-48	-2	-41	9	-34	-58	-7	0	-0.6
4	CCOC(=O)C1=CNS(=O)(=O)NC1c1ccccc1 (configuration not stated)	-20	-8	-4	8	2	8	2	6	-1	-3.1
-3	Cc1ccc(C(O)CN2C3=NCCN3c3ccccc32)cc1 (configuration not stated)	-2	9	6	14	-3	3	6	-1	8	0.0
3	CCCc1cc(=O)c2c(O)cccc2o1	9	3	1	4	2	-22	3	8	-4	-1.4
10	c1ccc(-c2nnc(Cn3c4ccccc4c4nc5ccccc5nc43)o2)cc1	-14	5	2	11	0	-12	9	-1	11	-2.3
5	CCN(CC(=O)Nc1cc(Cl)ccc1C)C(=O)CCOc1ccc(C)cc1	-45	-15	6	-1	-3	0	-1	-5	-1	-0.3
-9	CC1=C/C(=N\N=C2\NC(=O)C(CC(=O)Nc3ccccc3)S2)CC(C)(C)C1 (configuration not stated)	3	11	1	17	-5	-13	7	38	5	-1.0
4	CCCC(=O)N(CCN1CCOCC1)c1nc2c(C)ccc(C)c2s1	2	3	13	18	5	5	22	0	-5	-1.7
-12	CCc1nc(C)c(C(=O)N2CCCC(C(=O)Nc3cccc(-c4cccc(C)c4)c3)C2)o1 (configuration not stated)	-43	5	4	-26	7	-12	-35	8	-4	-0.5
-12	COC(=O)C(Cc1ccc(OC(=O)c2ccc(C(F)(F)F)cc2)cc1)N1Cc2ccccc2C1=O (configuration not stated)	-62	·	6	-48	3	·	-1	-23	2	1.4
15	O=C(NCCO)c1ccc2c(c1)S(=O)(=O)c1ccccc1C2=O	7	6	-8	-9	-1	12	-25	-9	1	-1.4
8	O=[N+]([O-])c1ccc(Oc2cccc(F)c2)c2ccncc12	11	24	10	18	-5	11	2	5	1	2.9
-4	CCCCCC(=O)N1C[C@H](O)[C@@H](n2cc(COC(=O)c3ccccc3)nn2)C[C@@H]1c1ccc(C)cc1	3	11	11	-15	-11	4	8	-2	-7	0.1

Next part
NOD2-RIPK2 inh	canonical_smiles	SRC1 inh	NR2F2 inh	MC4R antag cAMP	NCOA3 inh	ABHD5-PLIN5 inh	SRC2 inh	LRH-1 inv ag	LMP1 NFkB inh	TLR9-MyD88 inh	MC4R ag barr
5	O=C(NCc1ccccc1)c1onc(CSc2ccccc2)c1C(=O)NCC1CC1	-16	11	16	17	-15	-4	5	-8	-8	2.7
3	Nc1c(Cl)cc(Cl)cc1C(=O)OCC(=O)N1CCCC1	14	-15	2	14	-5	18	9	-11	5	-0.8
-7	COc1ccccc1C1CC(c2ccccc2)=NN1C(=O)c1ccccc1 (configuration not stated)	-4	15	-4	-20	-4	-2	10	-3	-4	2.5
12	Cc1ccc(CN2C(=O)CSc3ccc(C(=O)NCCN4CCOCC4)cc32)cc1	7	·	0	-26	6	·	11	8	17	0.2
-3	Cc1ccc(C)c(N2CCN(C(=O)c3ccc(Cn4c(=O)[nH]c5ccccc5c4=O)cc3)CC2)c1	12	1	1	1	2	12	-1	1	4	0.5
-1	COc1ccc(-c2csc(NCCc3nc4cc(Cl)c(Cl)cc4n3CCCO)n2)cc1	4	-2	2	-21	-6	-17	-19	-4	-3	-1.4
-8	CC(=O)Nc1nc2ccccc2n1Cc1ccccc1C	-33	-11	6	-14	2	-72	16	-34	0	1.5
1	Cc1cccc(N2CCN(S(=O)(=O)c3ccc4c(c3)CC(C)N4C(=O)C3CC3)CC2)c1C (configuration not stated)	-1	3	15	8	-7	19	11	8	-8	-0.5
-14	COc1ccccc1N1CCN(Cc2cc(Br)c(O)c3ncccc23)CC1	46	47*	-3	54	25*	28	73*	17	5	0.4
4	COc1ccc(-c2cc(C(=O)NCc3cn(C)nc3C)c3ccccc3n2)cc1OC	9	-9	13	5	0	-17	16	3	2	-1.4
4	O=C(/C=C\c1cn(-c2ccccc2)nc1-c1cccs1)N1CCOCC1	-12	9	5	19	12	26	1	-2	-5	4.1
-2	COc1ccc(Br)c(C=O)c1OS(=O)(=O)c1ccc(C)cc1	9	8	-9	1	7	0	-1	3	3	-1.3
-2	O=C(NCCc1ccccc1)c1c(F)c(F)c(F)c(F)c1F	-34	-5	1	-4	0	-28	-3	-8	-1	-0.4
-4	CC1(C)CC(=O)c2cnc(NCc3ccco3)nc2C1	-8	4	3	-7	14	-16	-15	1	5	-1.7
4	O=C(NCCc1cccc(Cl)c1)c1cccc(-n2cnnn2)c1	-5	-7	3	2	-2	-14	0	1	-2	-2.4
-2	O=C(Nc1ccccc1C(=O)NC1CC1)c1ccccc1	11	8	2	-1	16	-6	20	2	-9	1.3
-4	CC(C)n1c(SCC(=O)Nc2ccc(F)cc2)nnc1C1CC1	-44	-26	-3	-4	1	-11	33	0	-1	0.6
-2	COCCN1C(=O)c2ccccc2C(C(=O)NCc2ccco2)C1c1c[nH]c2ccccc12 (configuration not stated)	-11	1	1	14	-10	16	19	3	-8	-1.6
11	COc1ccc(S(=O)(=O)NC(C(C)C)C(C)C)cc1OC	1	8	28	3	-3	8	-22	0	-3	2.5
1	Cn1c(Cn2c(=O)sc3ccccc32)nnc1SCC(=O)NCc1ccco1	-21	-7	-1	10	3	-14	4	1	4	-1.4
5	Cc1cccc2c(C(=O)N3CCN(c4ccccc4)CC3)cc(-c3ccncc3)nc12	8	-23	-16	-39	-5	13	13	9	0	-5.0

By substructure, the entries above containing a thiophene ring, fused or not.
NOD2-RIPK2 inh	canonical_smiles	SRC1 inh	NR2F2 inh	MC4R antag cAMP	NCOA3 inh	ABHD5-PLIN5 inh	SRC2 inh	LRH-1 inv ag	LMP1 NFkB inh	TLR9-MyD88 inh	MC4R ag barr
-2	COc1ccc(-c2cc(C(=O)Nc3sc4c(c3C#N)CCCC4)c3ccccc3n2)cc1OC	-18	-15	-6	-14	4	-19	-17	-5	-1	-0.6
4	O=C(/C=C\c1cn(-c2ccccc2)nc1-c1cccs1)N1CCOCC1	-12	9	5	19	12	26	1	-2	-5	4.1

The list is partial, so the mix of outcomes need not match the whole.
